High-throughput results: PubChem, Sanford-Burnham Center for Chemical Genomics
APJ ag – activates the human apelin receptor APJ; CHO-K1 APJ PathHunter beta-arrestin, luminescence; 0% DMSO wells, 100% apelin; 330,000 tested, 0.11% active; activation, % at 20 µM; P35414;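 active means activation more than six SD over the plate average, tested at 20 µM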;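 further: 0% = DMSO alone and 100% = apelin-13 at 10 nM; some results filed as inactive read as strong as hits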
Target sequence (P35414 whole entry, looked up): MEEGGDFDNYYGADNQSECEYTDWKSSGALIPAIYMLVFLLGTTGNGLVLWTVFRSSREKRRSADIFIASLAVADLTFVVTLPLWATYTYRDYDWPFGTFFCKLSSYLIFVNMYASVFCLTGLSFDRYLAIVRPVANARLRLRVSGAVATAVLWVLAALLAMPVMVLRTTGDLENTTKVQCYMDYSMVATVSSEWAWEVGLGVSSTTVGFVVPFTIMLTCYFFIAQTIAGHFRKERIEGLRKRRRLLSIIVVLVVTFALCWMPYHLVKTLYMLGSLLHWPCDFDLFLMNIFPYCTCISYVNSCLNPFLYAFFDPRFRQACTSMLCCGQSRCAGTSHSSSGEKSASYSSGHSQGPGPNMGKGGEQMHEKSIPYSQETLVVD
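Test system – PathHunter CHO-K1 APJ (AGTRL-1) beta-arrestin reporter cells · Input – 1000 cells/well · Compound – single test compound dose, 20 µM final, 1% DMSO · Times – compound stimulation 90 min at 25 °C, detection 60 min · Technique – beta-gal luminescence · Read-out basis – APJ–arrestin association signal · Control set – negative DMSO alone, positive Apelin-13 at 10 nM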
Mdm2 MdmX PPI – human Mdm2/MdmX binding inhibition; 330,000 tested, 3% active; SaOS-2 split-luciferase Mdm2/MdmX complementation, luminescence; inhibition, % at 8 µM; O15151+Q00987; AID 485346;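 active means inhibition of at least 50% at 8 µM in the primary screen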
CHOP UPR activ – activators of apoptotic arm of unfolded protein response (CHOP); CHO-CHOP luciferase reporter, UPR activation, luminescence; percent of tunicamycin response over DMSO baseline; activation, % at 10 µM; 330,000 tested, 0.34% active; AID 449763;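 active means at 10 µM dose, activation of 40% or more, normalized to positive control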;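 further: 100% = tunicamycin at 10 µg/mL and 0% = DMSO alone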
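Assay system: CHO cells with stable CHOP pathway luciferase reporter; Buffer or medium: F12 plus 10% serum; Times: 16-18 h cell attachment, then 6 h compound exposure, 37 °C; Signal: luciferase luminescence; Read-out basis: percent activation relative to tunicamycin control; Control set: tunicamycin high control, DMSO low control.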
NR3A LBD binder – NR3A (human) ligand-binding domain modulation | Tm shift relative to glycine control, % at 25 µM | NR3A LBD differential scanning fluorimetry, Tm shift; 0% = protein alone, 100% = glycine-bound protein | 340,000 tested, 2.5% active;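 active means melting temperature shift of at least 10% of the positive control shift, at one fixed dose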
NLRP3 yeast inh – inhibitors of NALP3 inflammasome in yeast; 330,000 tested, 0.39% active; Yeast reconstituted NLRP3/ASC/caspase-1, beta-gal luminescence, 24 h; inhibition, % at 10 µM;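 active means inhibition of 50% or more; inactive means inhibition below 50%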;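 further: plate controls were induced DMSO wells for no effect and uninduced yeast grown without galactose for full effect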
XBP1 UPR activ – adaptive UPR (XBP1) activation | CHO-XBP1 luciferase reporter, IRE1-XBP1 UPR activation, luminescence; percent of tunicamycin response, DMSO as zero | activation, % at 20 µM | 330,000 tested, 0.33% active | AID 463104;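 active means versus positive control, 20 µM dose yields 30% or more activation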;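 further: 100% = tunicamycin at 10 µg/mL and 0% = DMSO only wells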
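Signal: luciferase luminescence; Assay system: CHO-XBP1 luciferase reporter cells; Amount: one thousand reporter cells per well; Dosing: 20 µM single concentration, DMSO 1%; Benchmarks: high control tunicamycin 10 µg/mL final, low control DMSO vehicle only; Schedule: 6 h compound exposure at 37 °C, 5% CO2; Evaluation: percent activation relative to tunicamycin reference.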
TIM10 inh – growth inhibitors of TIM10 yeast strain; S. cerevisiae TIM10 strain growth, BacTiter-Glo luminescence, 24 h; AID 463195; inhibition, % at 10 µM; 330,000 tested, 1.4% active;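 active means inhibition of 40% or more at the single tested concentration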;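 further: wild-type TIM10 isogenic control strain grown at permissive 25 °C; 0% = DMSO yeast wells and 100% = minimal medium wells without yeast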
tim23-1 inh – growth inhibitors of tim23-1 mutant yeast; 330,000 tested, 1.3% active; S. cerevisiae tim23-1 growth, BacTiter-Glo luminescence, 24 h; inhibition, % at 20 µM;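 active means growth inhibition of the mutant yeast at or above 50%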;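 further: temperature-sensitive mutant grown at 25 °C; plate controls were DMSO-treated mutant yeast for no effect and medium wells lacking yeast for full effect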
tim10-1 inh – tim10-1 yeast growth inhibition | S. cerevisiae tim10-1 ts strain growth, BacTiter-Glo, 24 h | inhibition, % at 20 µM | 330,000 tested, 2.2% active;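 active means inhibition of at least 40%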;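 further: mutant grown at 25 °C; 0% = DMSO wells with yeast and 100% = wells holding no yeast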
An asterisk follows results filed as active; . = no result given. Rows are unselected (roughly 8.2% active in at least one column).

SMILES	APJ ag	Mdm2 MdmX PPI	CHOP UPR activ	NR3A LBD binder	NLRP3 yeast inh	XBP1 UPR activ	TIM10 inh	tim23-1 inh	tim10-1 inh
CCC(NC(=O)OC(C)(C)C)C(=O)Oc1ccc2c3c(c(=O)oc2c1)CCC3 (stereo not given)	-1	8	-0.2	1	0	2	9	27	27
Cc1ccc(C(=O)N/C(=C/c2ccccc2)C(=O)NCC2CCCO2)cc1 (stereo not given)	-2	-22	3.4	0	1	-5	15	2	3
CN(c1ccccc1)S(=O)(=O)c1cccc(C(=O)Nc2nn[nH]n2)c1	-4	13	2.0	-3	3	-1	-11	-5	8
CN(C(=O)c1ccc(-c2ccccc2)cc1)C1CCCCC1	-3	-63	3.2	-2	30	0	3	46	-8
N#Cc1ccccc1NC(=O)COC(=O)/C=C/c1ccc(S(=O)(=O)N2CCOCC2)cc1	-3	4	1.5	1	17	-1	7	7	15
O=C1CC(C(=O)N2CCOCC2)C2(CCCCC2)O1 (stereo not given)	-4	-11	0.2	3	3	0	-9	13	-8
O=C(NCC(O)c1ccc([N+](=O)[O-])cc1)c1cccc(S(=O)(=O)N2CCOCC2)c1 (stereo not given)	4	11	3.1	0	13	-6	3	8	-6
CCN(CCNC(=O)Nc1ccc(Cl)cc1)c1ccccc1	4	-18	-0.4	22*	30	0	33	34	36
CC(C)(C)C(=O)NC(n1cnc2c(N3CCOCC3)ncnc21)C(Cl)(Cl)Cl (stereo not given)	5	17	-1.2	1	9	-2	12	22	14
COc1cccc(-c2c(-c3cc(OC)cc(OC)c3)n(C)c3ccc(-c4ccc5cc[nH]c5c4)cc23)c1	1	6	1.4	-3	9	-2	3	9	5
O=C(COc1ccccc1F)Nc1nnc(C2CCCC2)s1	0	-8	3.0	0	8	-3	0	25	22
Cc1ccc2[nH]cc(C(=O)CN3CCOCC3)c2c1	-1	13	0.6	-1	4	0	0	0	10
Cc1ccc(S(=O)(=O)N(Cc2cccnc2)Cc2cc3ccccc3[nH]c2=O)cc1	0	-15	-0.6	-2	5	-6	3	21	28
O=C(Nn1c(-c2ccccc2)nc2ccccc2c1=O)c1ccco1	-4	-26	-1.5	-2	-3	1	-11	20	9
O=C(CN1CCN(c2ncccn2)CC1)NCc1ccccc1	-1	7	-3.0	-1	14	-2	-16	0	8
COC(=O)c1ccc(NC(=O)c2ccccc2SC)cc1	-4	-8	2.3	-1	35	2	6	22	6
CC1CCN(C(C(=O)O)c2ccccc2)CC1 (stereo not given)	-3	-8	-0.7	0	18	-2	-12	-10	-16
O=C(Nc1cc(Cl)cc(Cl)c1)Nc1cnccn1	0	75*	-0.8	5	16	0	2	-5	10
COCCNC(=O)/C(C#N)=C/c1ccc(N2CCOCC2)o1	0	19	0.4	1	16	-1	4	10	0
CSc1ccccc1OCc1cc(C(=O)N2CCC(c3ccncc3)CC2)no1	-2	18	10	.	19	-2	-9	27	15

Sorted by molar mass (falling): some entries from above.
SMILES	APJ ag	Mdm2 MdmX PPI	CHOP UPR activ	NR3A LBD binder	NLRP3 yeast inh	XBP1 UPR activ	TIM10 inh	tim23-1 inh	tim10-1 inh
COc1cccc(-c2c(-c3cc(OC)cc(OC)c3)n(C)c3ccc(-c4ccc5cc[nH]c5c4)cc23)c1	1	6	1.4	-3	9	-2	3	9	5
N#Cc1ccccc1NC(=O)COC(=O)/C=C/c1ccc(S(=O)(=O)N2CCOCC2)cc1	-3	4	1.5	1	17	-1	7	7	15
CC(C)(C)C(=O)NC(n1cnc2c(N3CCOCC3)ncnc21)C(Cl)(Cl)Cl (stereo not given)	5	17	-1.2	1	9	-2	12	22	14
O=C(NCC(O)c1ccc([N+](=O)[O-])cc1)c1cccc(S(=O)(=O)N2CCOCC2)c1 (stereo not given)	4	11	3.1	0	13	-6	3	8	-6
Cc1ccc(C(=O)N/C(=C/c2ccccc2)C(=O)NCC2CCCO2)cc1 (stereo not given)	-2	-22	3.4	0	1	-5	15	2	3
CN(c1ccccc1)S(=O)(=O)c1cccc(C(=O)Nc2nn[nH]n2)c1	-4	13	2.0	-3	3	-1	-11	-5	8
O=C(Nn1c(-c2ccccc2)nc2ccccc2c1=O)c1ccco1	-4	-26	-1.5	-2	-3	1	-11	20	9
O=C(COc1ccccc1F)Nc1nnc(C2CCCC2)s1	0	-8	3.0	0	8	-3	0	25	22
CCN(CCNC(=O)Nc1ccc(Cl)cc1)c1ccccc1	4	-18	-0.4	22*	30	0	33	34	36
COC(=O)c1ccc(NC(=O)c2ccccc2SC)cc1	-4	-8	2.3	-1	35	2	6	22	6
CN(C(=O)c1ccc(-c2ccccc2)cc1)C1CCCCC1	-3	-63	3.2	-2	30	0	3	46	-8
O=C(Nc1cc(Cl)cc(Cl)c1)Nc1cnccn1	0	75*	-0.8	5	16	0	2	-5	10
Cc1ccc2[nH]cc(C(=O)CN3CCOCC3)c2c1	-1	13	0.6	-1	4	0	0	0	10

The results go on:
SMILES	APJ ag	Mdm2 MdmX PPI	CHOP UPR activ	NR3A LBD binder	NLRP3 yeast inh	XBP1 UPR activ	TIM10 inh	tim23-1 inh	tim10-1 inh
CCCCn1c(/N=C/c2cc(OC)ccc2O)nc2ccccc21	-6	3	3.3	1	0	0	8	21	17
COc1ccc(C(CNC(=O)c2cccc(S(=O)(=O)Nc3ccc(C)cc3)c2)N2CCOCC2)cc1 (stereo not given)	-2	-6	-0.4	-3	11	0	10	22	11
CCCCC(=O)N1CCCC(c2nc3c(nnn3Cc3cc(C)ccc3C)c(=O)[nH]2)C1 (stereo not given)	-2	12	-0.1	-2	1	-2	9	7	10
CCOC(=O)C(C)C1(O)c2ccccc2-c2ncccc21 (stereo not given)	-1	-26	0.1	-3	1	2	8	10	8
CC(Oc1ccccc1)C(=O)Nc1ccc(S(=O)(=O)NCC2CCCO2)cc1 (stereo not given)	2	5	-2.2	-3	15	-3	-16	1	0
O=C(NC(=S)Nc1ccccc1)c1ccc(Br)o1	-2	-59	5.3	-2	38	0	9	9	15
Cc1ccc(C)c(OCCC(=O)OCC(=O)NC(=O)NCc2ccccc2)c1	1	7	0.1	1	1	-1	8	18	24
COC(=O)c1c(NC(=O)CN(C)CC(=O)Nc2ccc(C)cc2)sc2c1CCC(C)C2 (stereo not given)	-3	17	-1.3	0	14	0	17	7	-11
Cc1cc(=O)oc2cc3c(cc12)OCO3	-5	12	3.1	1	11	0	10	11	-18
Cc1cc([N+](=O)[O-])nn1CC(=O)NC1CCCCC1	-3	21	2.1	0	10	-1	-1	13	12
CN(c1ccccc1)S(=O)(=O)c1ccc(C(=O)NCc2ccco2)cc1	9	0	-1.4	7	18	1	15	32	30
O=C(O)C1CC(=O)N(c2ccc(OCc3ccccc3Cl)cc2)C1 (stereo not given)	0	-22	2.2	-3	2	-1	3	2	1
COc1ccc2nc(Nc3nc(-c4cc5ccccc5oc4=O)cs3)sc2c1	-2	43	3.0	25*	0	4	4	1	10
COc1cc(Nc2ncnc(N)n2)cc(OC)c1	0	4	2.0	1	-7	-1	39	24	10
CC(C)CC(=O)NCc1ccc2[nH]c3c(c2c1)CCCC3	-1	18	0.7	-1	14	5	-5	7	17
CCN(CC)C(=O)Cn1cc(C(=O)C(=O)NCCCn2ccnc2)c2ccccc21	-3	-2	2.6	0	-14	-2	-16	1	7
CN(C(=O)CSc1nnc(C(F)(F)F)n1N)C1CCS(=O)(=O)C1 (stereo not given)	-5	-7	0.3	-1	-2	-2	-23	5	-7
O=C(CCS(=O)(=O)Cc1ccccc1)NC1CCCCC1	0	-11	-1.4	2	10	0	7	7	6
O=c1[nH]cnc2ncc(-c3ccc(O)cc3)nc12	-6	-1	0.6	-1	14	-3	41*	16	4
O=c1c(C(c2ccc(O)cc2)c2c(O)nc3n(c2=O)CCCS3)c(O)nc2n1CCCS2	-1	18	-0.3	-1	-12	-4	-3	1	-2

Other records.
SMILES	APJ ag	Mdm2 MdmX PPI	CHOP UPR activ	NR3A LBD binder	NLRP3 yeast inh	XBP1 UPR activ	TIM10 inh	tim23-1 inh	tim10-1 inh
O=C(NCc1cccnc1)C1CCCN1S(=O)(=O)c1ccc(Cl)cc1 (stereo not given)	0	6	1.9	1	4	-4	1	13	7
O=C(Nc1cccnc1Cl)c1cc(-c2cccc(O)c2)on1	-2	6	6.1	-22	1	3	-1	-15	-21
CC(=O)c1cccc(OCC(=O)N(C)CC(=O)Nc2ccc(F)cc2)c1	-2	5	1.4	-1	7	-2	-1	16	13
CN(C(=O)COC(=O)CNC(=O)c1ccccc1F)C1CCCCC1	1	12	0.3	0	12	0	-1	18	1
CC(C)(C)c1ccc(OC(=O)c2ccc(-n3cncn3)nc2)cc1	0	5	4.5	.	6	9	-22	-1	12
CN1CCN(c2ccc(NC(=O)c3ccco3)cc2Cl)CC1	-4	-11	1.6	0	20	-2	-13	-4	-6
Cc1ccc(S(=O)(=O)NCC(=O)OCC(=O)Nc2cccc(S(=O)(=O)NC3=NCCCCC3)c2)cc1	-4	19	2.9	0	2	1	13	-9	7
O=C(COC(=O)c1ccccc1C(=O)c1ccc(Cl)cc1)NCC1CCCO1 (stereo not given)	-4	0	0.0	0	-5	-3	0	19	24
Cc1ccc(N(Cc2ccccc2)C(=O)c2ccc(F)cc2)cc1	-4	6	6.2	-3	8	-4	1	19	13
C=CCN1C(=O)C2C(C(=O)NCc3ccccc3)C3(C)C=CC2(O3)C1C(=O)NC(C)(C)C (stereo not given)	-2	13	2.5	1	10	-1	-23	3	15
CCOC(=O)c1cnc(SC)nc1Oc1cccc(NS(=O)(=O)c2ccc(C)cc2)c1	3	13	0.9	0	11	1	4	8	7
Cc1ccc(NC(=S)Nc2ccc3cn[nH]c3c2)c(C)c1	0	-6	-2.0	4	10	-1	9	7	27
CC(=O)c1cc(NC(=O)c2cccc(C(F)(F)F)c2)c(=O)oc1/C=C/N(C)C	-1	-8	-1.7	1	8	1	17	1	21
Cc1cc(NC(=O)Cc2ccccc2)no1	-2	6	-0.9	-1	5	-1	-3	2	7
CC1CCCN(C(=O)COC(=O)C2CCN(S(=O)(=O)c3c(Cl)cccc3Cl)CC2)C1 (stereo not given)	-2	-22	-0.9	0	11	-4	-1	10	8
CCOC(=O)[C@@H]1[C@H]2COc3cc(OC)ccc3[C@H]2N2C(=O)N(c3cccc(Cl)c3)C(=O)[C@@]12C	3	2	1.2	0	-9	3	13	33	14
